B2AR arrestin = beta2AR (human) beta-arrestin recruitment activity | 330,000 tested, 0.02% active | Potency, µM (highest dose often 46.1 µM), for inactives: at the top dose activation, most hits filed as activators | P07550 | beta-arrestin recruitment to beta2AR, cell-based reporter | AID 492947;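 further: potency means the concentration at half of the fitted maximal effect; 0% = DMSO controls and full agonism = EC100 isoproterenol or metaproterenol; nearly all actives have a fitted effect of over 65% in size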
Target sequence (P07550 whole entry, looked up): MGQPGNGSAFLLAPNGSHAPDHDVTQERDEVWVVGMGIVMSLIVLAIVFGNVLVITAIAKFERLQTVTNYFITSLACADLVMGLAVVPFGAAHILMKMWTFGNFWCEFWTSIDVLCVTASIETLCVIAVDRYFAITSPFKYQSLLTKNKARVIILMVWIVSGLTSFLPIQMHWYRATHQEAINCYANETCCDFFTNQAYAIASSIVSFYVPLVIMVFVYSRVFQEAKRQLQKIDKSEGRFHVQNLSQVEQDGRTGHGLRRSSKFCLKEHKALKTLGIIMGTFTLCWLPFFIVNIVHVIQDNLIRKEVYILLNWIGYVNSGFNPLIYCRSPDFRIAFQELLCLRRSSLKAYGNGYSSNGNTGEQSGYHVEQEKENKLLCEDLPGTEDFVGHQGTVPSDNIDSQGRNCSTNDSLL
ELG1 DNA repair = inhibitors of ELG1-dependent DNA repair in HEK293T cells; 330,000 tested, 2.3% active; Potency, µM (top dose mostly 46.1 µM), for inactives: at the top dose activity change, negative = inhibition, usual class: inhibitors; HEK293T ELG1-luciferase reporter, luminescence, 16 h; DNA damage induced by 5-fluorouridine; further: potency means the concentration at half of the fitted maximal effect; on the % scale 0 is the no-effect control and ±100 the full control effect; nearly all actives have a fitted effect of over 55% in size
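Luminescence from the luciferase reporter, measured 30 min after ONE-Glo reagent at room temperature, was the read-out. Beforehand, 2,000 cells per well were exposed for 16 hr at 37 °C to 5-fluorouridine together with compound or vehicle.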
A-T KAP1 phos = candidate therapy for ataxia-telangiectasia; […] A-T fibroblasts, KAP-1 phosphorylation AlphaLISA; neocarzinostatin DNA damage 30 min before lysis; Potency, µM (titrated, usually from 57.5 µM), without a hit: at the highest dose activation, hits mostly activators; 320,000 tested, 0.19% active; AID 485349; further: potency means the concentration at half of the fitted maximal effect; % of control where 0% means no effect; nearly all actives have a fitted effect of over 45% in size
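ATM-like activity read as KAP-1 phosphorylation via AlphaLISA donor/acceptor antibody pairs after lysis and 6 hr at 25C. Cells were ATM-null patient fibroblasts ([…], hTERT), dosed 60 min, then exposed to the DSB inducer NCS for 30 min.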
CXXC DNA block = blocks binding of human MLL CXXC domain to DNA | Q03164 | MLL-CXXC / FITC-HOXA9 DNA fluorescence polarization | 290,000 tested, 0.037% active | Potency, µM (top dose mostly 115 µM), inactives show at the top dose activity change, negative = inhibition, most hits filed as inhibitors; active means well fitted inhibition curve with a large enough effect in the polarisation, with a control signal flat, not every such curve was filed as active; inconclusive means small, poorly fitted or top-dose-only effect, or effect the other way, or a change in a side signal; inactive means no such curve, though single readings can be large or run the other way; the % refers to the polarisation; further: potency means the concentration at half of the fitted maximal effect
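Steps: dispense CXXC domain solution (7 uM) → pin compounds or unlabeled HOX-A9 DNA control → 5 min ambient → add FLSN-HOX-A9 solution (50 nM) → spin → 30 min ambient → fluorescence polarization. Tris pH 7.5/NaCl/DTT/BSA buffer.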
p53 reactivator = mutant p53 re-activation in reporter cells; H1299 p53-A138V BP100-luciferase reporter, luminescence, 24 h; Potency, µM (doses to about 92.2 µM), for inactives: at the top dose activity change, positive = activation, hits mostly activators; 320,000 tested, 0.063% active; AID 504706; further: potency means the concentration at half of the fitted maximal effect; % of control where 0% means no effect; nearly all actives have a fitted effect of over 45% in size
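p53-null H1299 cells stably carrying temperature-sensitive p53-A138V and a BP100-luciferase reporter were pinned with compounds (4-point, 1:5 series) and held 24 hrs at 37 deg C. Luminescence was read 10 min after detection reagent.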
TCR activator = activators of T cell receptors; primary human leukocytes, anti-CD3, IL-2 HTRF, 48 h; Potency, µM (titrated, usually from 9.22 µM), for the others: top-dose activation of IL-2 secretion, usual class: activators; 330,000 tested, under 10 active; AID 504894; further: % of control where 0% means no effect
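TCR engagement came from a-CD3 beads alone, with compounds added to primary human leukocytes for 48 hr. Secreted IL-2 bridged europium cryptate- and d2-labelled anti-IL-2 antibodies, giving FRET emission at 665nm after 320nm excitation.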
TSG101-PTAP inh = blocks PTAP/TSG101 interaction to inhibit HIV-1 budding; AID 493005; Potency, µM (highest dose often 115 µM), for inactives: at the top dose activity change, negative = inhibition, usual class: inhibitors; 340,000 tested, under 10 active; Q99816; Fluorescence polarization, FITC-PTAP peptide / Tsg101 binding; active means well fitted inhibition curve with a large enough effect in the main read-out, with a control signal flat, not every such curve was filed as active; inconclusive means small, poorly fitted or top-dose-only effect, or effect the other way, or a change in a side signal; inactive means no such curve, though single readings can be large or run the other way; further: potency means the concentration at half of the fitted maximal effect; % of control where 0% means no effect
Target sequence (Q99816 whole entry, looked up): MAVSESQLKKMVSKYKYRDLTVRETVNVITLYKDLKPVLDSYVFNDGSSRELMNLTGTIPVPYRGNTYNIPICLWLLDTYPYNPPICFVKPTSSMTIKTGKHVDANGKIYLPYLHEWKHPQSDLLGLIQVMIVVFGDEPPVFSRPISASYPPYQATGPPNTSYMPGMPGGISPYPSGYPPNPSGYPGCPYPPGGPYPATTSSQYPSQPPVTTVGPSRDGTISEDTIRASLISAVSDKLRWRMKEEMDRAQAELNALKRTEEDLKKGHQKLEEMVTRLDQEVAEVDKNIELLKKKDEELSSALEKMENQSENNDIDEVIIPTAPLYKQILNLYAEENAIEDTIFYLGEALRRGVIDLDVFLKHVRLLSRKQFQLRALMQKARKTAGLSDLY
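Fluorescence anisotropy tracks displacement of a FITC-tagged PTAP peptide (50 nM) from the Tsg101 binding domain (10 uM), following a 20 min room-temperature incubation at pH 7.5.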
TRPV1 ag = agonists of human vanilloid receptor 1 (TRPV1); TRPV1-expressing cells, Fluo-8 calcium influx, agonist mode; activation, % at 8.33 µM; 320,000 tested, 0.19% active; AID 540275; in the data active means activation above about 80%; inconclusive means between about 30% and that limit; further: 0% is about no effect
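Cells expressing TRPV1 were dye-loaded with Fluo-8 and read kinetically: 10 s baseline, 3 min after compound (agonist portion), then 2 min after EC20 capsaicin (allosteric enhancer portion). Calcium-bound dye fluorescence at 480/520 nm.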
Integrin act MD = integrin-mediated muscular dystrophy alleviation activation. alpha7betagal myoblasts, beta-gal FDG fluorescence, 48 h. Potency, µM (top dose mostly 38.3 µM), for the others: at the top dose activation, usual class: activators. 350,000 tested, 0.064% active. AID 624291;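 further: potency means the concentration at half of the fitted maximal effect; 100% = response of the positive control SU9516; nearly all actives have a fitted effect of over 60% in size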
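alpha7betagal+/- myoblasts (passage 13, 250/well) treated 48 h at 37C with compounds at 1:260 dilution of DMSO stock. Lysed, then beta-galactosidase activity read as FDG fluorescence (ex 480/em 540) after 30 min, with pre-read for autofluorescence.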
BRCA1 expr act = increases BRCA1 expression | MCF7-BRCA1-FFLuc reporter, luminescence, 48 h; response scale: scaled: vehicle 0%, 10 µM genistein 100% | AID 624202 | Potency, µM (titrated, usually from 46.1 µM), for inactives: at the highest dose activation, most hits filed as activators | 380,000 tested, 1.1% active; further: potency means the concentration at half of the fitted maximal effect; nearly all actives have a fitted effect of over 80% in size; some results filed as inactive show a strong effect at the top dose
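Cells: MCF7-BRCA1-FFLuc, 2000/well. Exposure: 48 h, 37 °C, 5% CO2. Read: luminescence, 15 min post-substrate. Controls: genistein 10 microM (maximal activation), DMSO (neutral).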
Starred values were filed as active, the others as inactive; ? = inconclusive; . = no result given; [ ] = remark or other dose. Unless noted, the call rests on the fitted dose curve; in most records, active means well fitted curve in the direction sought with a large enough effect; inconclusive means small, poorly fitted or top-dose-only effect, or another doubt; inactive means no such curve, though single readings can be large; an effect the other way counts as inactive or inconclusive. The order is random; any-hit rate near 3.8%.

nr	mol	B2AR arrestin	p53 reactivator	ELG1 DNA repair	A-T KAP1 phos	TSG101-PTAP inh	TRPV1 ag	CXXC DNA block	TCR activator	BRCA1 expr act	Integrin act MD
1	COc1ccc(/C=C2\CN(Cc3ccccc3)C/C(=C\c3ccc(OC)cc3OC)C2=O)c(OC)c1	-1.0%	2%	?	-10%	-1%	10	15%	1%	-46%	-40%
2	COC(=O)CNC(=O)Cc1c(C)n(C(=O)c2ccc(Cl)cc2)c2ccc(OC)cc12	-1.0%	-9%	-16%	-4%	-4%	0	2%	1%	-43%	-23%
3	O=C(NCc1ccc(F)cc1)C(=O)Nc1nc(C23CC4CC(CC(C4)C2)C3)cs1	-1.2%	14%	-20%	2%	-5%	?	15%	-1%	-70%	-36%
4	CSc1nnc(SCc2nc3sc(C(=O)O)c(C)c3c(=O)[nH]2)s1	-0.7%	-2%	3%	7%	-5%	-3	-4%	5%	-4%	-12%
5	O=C1Nc2cc(C(=O)NCCCN3CCOCC3)ccc2S/C1=C/c1cccc(Cl)c1	-0.4%	0%	2%	4%	1%	3	0%	6%	-17%	-21%
6	CCOC(=O)/C=c1\s/c(=C(\C#N)C(N)=O)n(-c2ccccc2)c1=O	0.1%	2%	-5%	0%	1%	2	0%	0%	15%	8%
7	CCOC(=O)N1CCN(C(=O)c2ccc(OC)cc2)CC1	-0.6%	0%	9%	-2%[11.5 µM]	-7%	0	6%	-8%	-1%	0%
8	Cc1ccc2cc(CCNC(=O)CC(C)(C)C)c(=O)[nH]c2c1C	-0.3%	5%	?	6%	-1%	-2	6%	-3%[46.1 µM]	-3%	13%
9	COc1ccccc1CCNC(=O)C1CCC(=O)N(Cc2ccccc2OC)C1 (centres undefined)	-1.5%	-6%	11%	16%	-3%	-4	8%	-10%	1%	1%
10	O=C(/C=C\c1cccs1)N1CCN(Cc2ccc3c(c2)OCO3)CC1	-0.1%	-2%	-12%	3%	1%	?	8%	-2%	0%	-14%

Limited to B2AR arrestin, Integrin act MD and p53 reactivator, for two of the compounds above:
nr	Structure	B2AR arrestin	Integrin act MD	p53 reactivator
7	CCOC(=O)N1CCN(C(=O)c2ccc(OC)cc2)CC1	-0.6%	0%	0%
8	Cc1ccc2cc(CCNC(=O)CC(C)(C)C)c(=O)[nH]c2c1C	-0.3%	13%	5%

The list continues:
nr	mol	B2AR arrestin	p53 reactivator	ELG1 DNA repair	A-T KAP1 phos	TSG101-PTAP inh	TRPV1 ag	CXXC DNA block	TCR activator	BRCA1 expr act	Integrin act MD
11	Cc1ccc(S(=O)(=O)NCC(=O)OCC(=O)N2CCN(C(=O)c3ccco3)CC2)cc1C	-0.1%	-7%	11%	-1%	-3%	1	.	0%	-6%	5%
12	N#CCCN1CCN(S(=O)(=O)c2ccc(S(=O)(=O)NC3CCCC3)cc2)CC1	-0.4%	-3%	-2%	6%	-8%	3	4%	1%[46.1 µM]	-6%	-8%
13	O=C(O)c1cccc(-n2cccc2/C=C2\SC(=O)N(Cc3ccccc3F)C2=O)c1	-0.5%	-9%	1%	-6%	1%	-4	3%	-1%[46.1 µM]	4%	6%
14	COc1cccc(-n2c(CN3CCN(Cc4ccccc4)CC3)nc3ccc([N+](=O)[O-])cc3c2=O)c1	-0.6%	-7%	?	-4%	.	1	-8%	1%[46.1 µM]	.	.
15	Cc1ccc(S(=O)(=O)/N=C(\CSC(N)=O)Nc2ccccc2)cc1	-0.3%	-2%	0%	2%	-7%	0	-5%	-28%	-3%	-20%
16	N#Cc1cccc(S(=O)(=O)NCC(=O)NCc2ccc3c(c2)OCO3)c1	-0.1%	0%	9%	7%	1%	-1	.	-4%	8%	-21%
17	CN(CCC#N)C(=O)CSc1nc2scc(-c3ccccc3)c2c(=O)[nH]1	0.0%	-9%	0%	1%	-2%	2	-2%	3%[46.1 µM]	-20%	23%
18	CCC(=O)c1c[nH]c(C(=O)NCc2cccs2)c1	0.0%	-4%	1%	4%	-1%	-1	-1%	2%	-14%	14%
19	Cc1cc(C)cc(N2C(=O)CC(Sc3ncn[nH]3)C2=O)c1 (centres undefined)	-0.5%	-1%	6%	-2%	-2%	1	-10%	0%	-12%	8%
20	Nc1nonc1C(=O)N/N=C/c1ccc(Br)o1	-0.8%	4%	12%	5%	-3%	.	-6%	1%	-16%	-45%

Following part.
nr	mol	B2AR arrestin	p53 reactivator	ELG1 DNA repair	A-T KAP1 phos	TSG101-PTAP inh	TRPV1 ag	CXXC DNA block	TCR activator	BRCA1 expr act	Integrin act MD
21	COc1ccc(C(=O)O/N=C(\N)c2ccc(OC)c(OC)c2)c(OC)c1	0.0%	?	?	-6%	-4%	-2	-7%	-4%	46%	-18%
22	O=C(COC(=O)COc1ccc(Cl)cc1Br)NC1CCCCCC1	-1.0%	10%	8%	0%	-8%	18	.	-5%	-4%	-10%
23	O=C(CNc1ccc(Cl)cc1)c1ccc(Br)cc1	-0.4%	1%	25%	-5%	-1%	1	-28%	14%	-20%	-7%
24	Cc1ccc(-c2nn3c(C)nnc3c3ccccc23)cc1S(=O)(=O)N(C)CCO	-0.7%	-5%	?	-3%	-7%	0	-4%	2%	-88%	-10%
25	CC(=O)N/C(=C\c1cccc([N+](=O)[O-])c1)C(=O)NC1CCCCC1	2.9%	3%	?	1%	0%	-3	?	-8%[46.1 µM]	17%	5%
26	CCOC(=O)c1c(C)sc2c1N(C(C)=O)c1cc(Cl)ccc1S2	-0.2%	-15%	-16%	6%	3%	8	1%	4%	-55%	-21%
27	CCC(C)c1ccc(NC(=O)COC(=O)c2nc3nccc(C)n3n2)cc1 (centres undefined)	-0.7%	-10%	?	4%	-5%	6	8%	3%	49%	18%
28	O=C(Nc1cccc(-c2nc3ccccc3s2)c1)c1ccc2c(c1)OCO2	-0.4%	10%	-12%	6%	-1%	?	19%	.	25%	-17%
29	OC(CCCCN1CCCCC1)c1ccccc1 (centres undefined)	0.1%	-5%	8%	3%	-1%	1	-1%	.	8%	4%
30	CCCCN1C(=O)C(NC(C)=O)c2ccccc21 (centres undefined)	0.2%	16%	2%	5%	-2%	-1	-2%	-2%	1%	-18%

The results go on:
nr	mol	B2AR arrestin	p53 reactivator	ELG1 DNA repair	A-T KAP1 phos	TSG101-PTAP inh	TRPV1 ag	CXXC DNA block	TCR activator	BRCA1 expr act	Integrin act MD
31	C/C(=N/NC(=O)Cc1cccs1)c1ccco1	-1.3%	8%	14%	-5%	-6%	0	9%	-1%[46.1 µM]	18%	-20%
32	CC(O/N=C\c1ccccc1O)C(=O)Nc1ccccc1C(=O)N1CCOCC1 (centres undefined)	-1.1%	4%	-5%	.	0%	5	2%	13%[46.1 µM]	-3%	-5%
33	C(#Cc1ccccc1)CN1CCCCC1	0.1%	2%	6%	-7%[11.5 µM]	1%	0	-1%	0%	-1%	-15%
34	CC(C)(C)OC(=O)NCCCCCc1nnc(SCc2ccc(F)cc2)o1	0.2%	1%	?	-1%	-4%	14	1%	-2%	-7%	-21%
35	CCOC(=O)CNC(=O)Cn1cnc2c(oc3ccccc32)c1=O	0.4%	9%	?	-6%	0%	3	25%	5%	0%	20%
36	CCS(=O)(=O)Nc1ccc(Cc2ccncc2)cc1	-0.3%	-4%	-8%	1%	-2%	-1	-3%	1%	2%	32%
37	CCC(C)NCCOCCOc1ccc(C)cc1Br (centres undefined)	0.4%	-7%	-1%	2%	0%	-2	4%	2%	-6%	-61%[inhibitor]
38	COc1c(C)cccc1C(=O)Nc1ccc(N2CCN(C(=O)c3ccccc3C)CC2)cc1	-0.3%	-28%	10µM*	6%	-2%	6	6%	-2%	-49%	16%
39	O=C(COC(=O)CNC(=O)c1ccccc1)NCCNC(=O)COC(=O)CNC(=O)c1ccccc1	0.0%	7%	1%	-7%	-2%	-1	.	1%	-17%	-16%
40	CCc1c(C)nc(N)nc1OCC(F)(F)C(F)F	0.0%	1%	-2%	-3%	-10%	-2	1%	2%	0%	-2%

Four of the entries above in order of the CXXC DNA block value, largest number first:
cpd | SMILES | B2AR arrestin | p53 reactivator | TSG101-PTAP inh | TRPV1 ag | CXXC DNA block | TCR activator | BRCA1 expr act | Integrin act MD
35 | CCOC(=O)CNC(=O)Cn1cnc2c(oc3ccccc32)c1=O | 0.4% | 9% | 0% | 3 | 25% | 5% | 0% | 20%
32 | CC(O/N=C\c1ccccc1O)C(=O)Nc1ccccc1C(=O)N1CCOCC1 (centres undefined) | -1.1% | 4% | 0% | 5 | 2% | 13%[46.1 µM] | -3% | -5%
34 | CC(C)(C)OC(=O)NCCCCCc1nnc(SCc2ccc(F)cc2)o1 | 0.2% | 1% | -4% | 14 | 1% | -2% | -7% | -21%
36 | CCS(=O)(=O)Nc1ccc(Cc2ccncc2)cc1 | -0.3% | -4% | -2% | -1 | -3% | 1% | 2% | 32%

Screening data as filed in PubChem BioAssay.
